High-throughput results as filed in PubChem BioAssay.
NR5A2 inv ag – NR5A2 inverse agonism in reporter assay | O00482 | HEK293T StAR-luciferase reporter, LRH-1 transfected, 24 h | inhibition, % at 3.6 µM | 360,000 tested, 0.13% active;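 active = inhibition above the mean inhibition of all tested compounds plus 3 SD, cut at about 73% in these data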;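 note: 0% = DMSO wells and 100% = reporter-only cells lacking LRH-1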
SRC2 inh – human SRC2 (NCOA2) inhibition; HEK293 GAL4-SRC2 luciferase reporter, luminescence; inhibition, % at 9 µM; Q15596; AID 651957; 370,000 tested, 0.17% active;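 active = inhibition above the mean inhibition of all tested compounds plus 3 SD, set per campaign, cut at about 52% in these data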;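 note: 0% = DMSO treated cells and 100% = cells given Gossypol at 36 µM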
COUP-TFII inh – NR2F2 (human) inhibition, primary screen; P24468; HEK293T NGFI-A luciferase reporter, luminescence; inhibition, % at 8.6 µM; 370,000 tested, 0.7% active; AID 686940;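 active = inhibition above a per-plate cutoff, mean inhibition of test wells between control levels plus 3 SD, cut at about 38% in these data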;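 note: cells cotransfected with COUP-TFII expression vector driving the NGFI-A reporter; 0% = median of COUP-TF2 test wells and 100% = reporter-only cells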
TROY signal inh – blocks TROY-dependent signaling in reporter cells. 360,000 tested, 0.98% active. inhibition, % at 10 µM. AID 1347056. Q293 LMP1-TROYcd NF-kB luciferase reporter, 4 h;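 active = compounds whose plate-normalised and pattern-corrected inhibition of the luciferase reporter signal at the single screening dose is 50% or more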
TLR9-MyD88 inh – inhibitors of human TLR9-MyD88 binding | Q9NR96+Q99836 | CHO BLA complementation TLR9-MyD88, CCF4 FRET ratio | inhibition, % at 4.98 µM | 340,000 tested, 0.21% active;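 active = inhibition above the mean over all tested compounds plus 3 SD, cut at about 21% in these data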;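 note: 0% = DMSO only wells and 100% = clavulanate BLA inhibitor control wells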
Target sequence (Q99836 whole entry, looked up): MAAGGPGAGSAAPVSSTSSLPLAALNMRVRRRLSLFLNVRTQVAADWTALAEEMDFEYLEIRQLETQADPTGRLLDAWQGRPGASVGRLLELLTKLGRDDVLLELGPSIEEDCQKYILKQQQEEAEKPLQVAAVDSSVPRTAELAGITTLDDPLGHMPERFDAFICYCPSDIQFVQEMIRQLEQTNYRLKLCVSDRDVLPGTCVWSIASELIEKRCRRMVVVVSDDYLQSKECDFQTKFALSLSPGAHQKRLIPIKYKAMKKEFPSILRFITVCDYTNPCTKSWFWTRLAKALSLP
Target sequence (Q9NR96 whole entry, looked up): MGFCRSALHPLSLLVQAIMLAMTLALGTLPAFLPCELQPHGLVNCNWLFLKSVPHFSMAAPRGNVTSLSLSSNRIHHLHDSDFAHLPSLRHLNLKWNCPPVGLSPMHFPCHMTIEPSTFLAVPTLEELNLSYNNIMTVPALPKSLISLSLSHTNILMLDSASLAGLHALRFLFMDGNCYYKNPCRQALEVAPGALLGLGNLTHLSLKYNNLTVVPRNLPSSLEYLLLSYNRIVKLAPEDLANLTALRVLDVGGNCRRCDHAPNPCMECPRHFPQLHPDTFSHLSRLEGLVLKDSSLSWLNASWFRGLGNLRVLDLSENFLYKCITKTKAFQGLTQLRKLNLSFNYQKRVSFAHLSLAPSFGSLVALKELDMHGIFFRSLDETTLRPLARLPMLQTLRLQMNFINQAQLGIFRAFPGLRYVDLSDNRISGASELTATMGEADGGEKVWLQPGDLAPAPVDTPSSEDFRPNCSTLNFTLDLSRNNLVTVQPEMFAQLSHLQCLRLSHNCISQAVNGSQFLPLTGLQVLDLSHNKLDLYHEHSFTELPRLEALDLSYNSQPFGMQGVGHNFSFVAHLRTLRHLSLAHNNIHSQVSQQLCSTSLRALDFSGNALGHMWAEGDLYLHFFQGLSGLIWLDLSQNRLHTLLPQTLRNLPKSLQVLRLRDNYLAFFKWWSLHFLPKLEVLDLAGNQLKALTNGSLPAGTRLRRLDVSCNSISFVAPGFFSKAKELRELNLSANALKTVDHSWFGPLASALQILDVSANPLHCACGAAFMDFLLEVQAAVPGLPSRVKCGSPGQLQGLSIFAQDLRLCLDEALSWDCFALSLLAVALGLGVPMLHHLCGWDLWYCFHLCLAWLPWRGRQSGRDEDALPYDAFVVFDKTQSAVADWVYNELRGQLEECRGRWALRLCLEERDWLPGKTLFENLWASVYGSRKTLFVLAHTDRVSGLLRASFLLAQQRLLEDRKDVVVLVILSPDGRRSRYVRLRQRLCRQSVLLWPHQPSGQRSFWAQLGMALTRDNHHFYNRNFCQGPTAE
EBV LMP1 NFkB – reduces LMP1-driven NF-kappaB luciferase signal | 350,000 tested, 0.69% active | inhibition, % at 12.5 µM | LMP1-induced NF-kappaB luciferase reporter cells, luminescence; in the data active = inhibition above about 41%;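 note: 0% = neutral control wells and 100% = reference inhibitor control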
NCOA3 inh – human NCOA3 inhibition; Q9Y6Q9; HEK293 GAL4-SRC3 luciferase reporter, luminescence; inhibition, % at 3.6 µM; 360,000 tested, 0.17% active;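 active = inhibition above a per-campaign cutoff, the mean of all compounds plus 3 SD, cut at about 60% in these data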;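 note: 0% = DMSO-treated cells and 100% = gossypol-treated cells at 36 µM; higher means less SRC3-driven luciferase light from the GAL4 reporter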
TWEAK Fn14 block – blocks TWEAK-Fn14 interaction in a reporter cell assay. 360,000 tested, 2% active. TWEAK-stimulated Fn14 reporter cells, luciferase luminescence, 8 h. inhibition, % at 10 µM; in the data active = inhibition above about 50%
NOD2 RIPK2 PPI – NOD2-RIPK2 protein interaction inhibition; CHO BLA complementation NOD2-RIPK2, CCF4 ratio; O43353; inhibition, % at 4.98 µM; 360,000 tested, 0.38% active; in the data active = inhibition above about 21%;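 note: 0% = vehicle only and 100% = reference blocker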
SRC1 inh – inhibits human SRC1 coactivator. Q15788. HEK293 GAL4-SRC1 luciferase reporter, luminescence. inhibition, % at 3.6 µM. 360,000 tested, 0.12% active;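 active = inhibition above the campaign mean plus 3 SD, with each screening campaign given its own cutoff, cut at about 60% in these data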;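 note: 0% = DMSO treated cells and 100% = gossypol at 36 µM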
C8 TRAIL sens – caspase-8 TRAIL sensitization | NB7+C8 cells + TRAIL, ATPlite viability luminescence | inhibition (viability loss, TRAIL sensitization), % at 10 µM | 360,000 tested, 1% active;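 active = compounds causing at least 50% loss of cell viability in the single-dose screen, relative to plate controls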
Starred values were filed as active, the others as inactive; nt = no result given. An excerpt, so the mix of outcomes need not match the whole.

SMILES | NR5A2 inv ag | SRC2 inh | COUP-TFII inh | TROY signal inh | TLR9-MyD88 inh | EBV LMP1 NFkB | NCOA3 inh | TWEAK Fn14 block | NOD2 RIPK2 PPI | SRC1 inh | C8 TRAIL sens
COc1cccc(Nc2nc(NCCO)nc(N3CCCC3)n2)c1 | 2.5 | 16.9 | -13.6 | -2.9 | -5.2 | 10.9 | -6.0 | -10.2 | -8.3 | -26.2 | 11.7
Cc1ccc(CN=c2c([N+](=O)[O-])nn(-c3ccc(Cl)cc3)n2O)cc1 | -34.5 | -17.5 | 14.0 | -21.9 | -1.1 | -7.6 | -10.1 | -15.6 | -2.6 | -7.5 | -6.6
Cc1ccn(CC(=O)N2CCCC(Nc3ccc(F)c(F)c3)C2)n1 (stereo unspecified) | -2.8 | 5.9 | 17.2 | -7.3 | -9.9 | -2.3 | 9.5 | -7.9 | -1.7 | 4.3 | -16.2
CCOc1cc(/C=C2\C(=O)NN(c3ccccc3)C2=O)cc([N+](=O)[O-])c1O | 0.6 | 6.7 | -6.4 | -11.8 | -3.8 | -2.3 | 6.3 | -7.9 | 1.9 | 6.8 | 7.4
Cc1ccsc1/C=N/NC(=O)c1nnn(-c2nonc2N)c1-c1ccccc1 | -18.5 | 6.2 | -3.7 | -4.6 | -0.1 | -9.8 | 11.4 | -0.6 | 0.1 | 18.8 | 7.9
CC1CCN(C(=O)CCc2nc3cc(S(=O)(=O)N(C)C)ccc3n2C)CC1 | -12.1 | -7.3 | 4.5 | 4.1 | 7.2 | 0.9 | 21.1 | -4.4 | -5.8 | -46.8 | -8.3
Cc1cccc(S(=O)(=O)N/N=c2\sc3ccccc3n2C)c1 | -5.4 | -29.4 | -17.9 | -69.3 | 3.6 | -11.8 | 6.8 | 4.1 | -2.8 | -10.6 | -7.4
Cc1ccccc1NC(=O)c1csc2c1CCCC2 | -71.7 | -18.0 | -8.7 | -6.5 | 9.6 | -14.9 | 2.8 | -32.7 | -3.9 | -11.6 | -10.4
COc1ccc(CCN(C)C2CCCN(S(=O)(=O)c3ccccc3F)C2)cc1OC (stereo unspecified) | 8.7 | -43.1 | 2.8 | -8.2 | 9.9 | 7.4 | 14.8 | 2.6 | -14.7 | -54.6 | -3.2
COC(=O)c1cc2sc(Cl)cc2n1CC(=O)Nc1ccc(OC)c(OC)c1OC | -5.2 | -3.0 | -16.6 | -2.0 | -8.8 | -2.4 | 12.2 | 7.3 | -8.7 | -4.0 | -7.8
Cc1ccccc1C(=O)NC(=S)N(Cc1ccccc1)c1ccccn1 | -6.8 | -10.2 | -28.3 | -3.1 | 3.7 | -1.4 | -5.9 | -8.2 | -4.5 | -3.1 | -15.0
O=C(CCS(=O)(=O)Cc1ccc(Cl)cc1)NCCc1ccccc1 | 1.1 | 16.1 | 1.0 | 0.9 | -1.5 | -5.8 | 4.8 | 2.8 | -2.2 | -28.7 | 2.5
COCCN(C(=O)CSc1nc(N)cc(=O)[nH]1)c1c(N)n(Cc2ccccc2)c(=O)[nH]c1=O | -5.5 | -8.5 | 1.8 | 4.3 | -9.6 | -1.2 | -5.5 | 1.3 | 3.3 | -20.7 | -2.4
CC(=O)NCCNc1nc2cc(-c3ccc(C)cc3)sc2c(=O)n1C | -10.2 | -45.8 | 12.0 | -42.8 | nt | nt | -34.6 | 9.8 | -4.1 | -24.0 | -0.9
C=CCN(C(=O)CCC(=O)Nc1cc(C)on1)C(C(=O)NC1CCCC1)c1ccc(OC)cc1OC (stereo unspecified) | -1.1 | 21.0 | 12.7 | 3.7 | -12.1 | -3.9 | 12.2 | 2.9 | -5.7 | 0.5 | 7.5
S=C(Nc1ccccc1)Nc1ccccc1-n1cccc1 | 12.3 | -8.3 | 9.1 | -17.5 | nt | nt | -8.0 | 3.4 | -14.4 | -11.5 | -2.6
CC1=C(C(=O)N(C)C)CC(CC(=O)NCC2CCCCC2)C(=O)N1CCC1=CCCCC1 (stereo unspecified) | -1.4 | -4.7 | 6.9 | -11.7 | 2.0 | -13.2 | -43.2 | 5.7 | -0.3 | 1.4 | -5.8
CCOC(=O)C1=C(C)Nc2nc(C)nn2C1c1cc(OC)ccc1OC (stereo unspecified) | 8.9 | -15.3 | -9.3 | -8.2 | -9.5 | -0.7 | 12.8 | -3.7 | 1.8 | 0.7 | 11.4
COc1cc(OC)cc(C(=O)N[C@H](C(=O)OCC(=O)Nc2sccc2C#N)C(C)C)c1 | -3.3 | 2.9 | 3.1 | 29.3 | -2.8 | 4.3 | 4.2 | -11.5 | -22.4 | -4.5 | -12.5
COc1ccc(-c2sc(NC(C)=O)nc2-c2ccccc2)cc1 | 17.1 | 8.2 | -3.0 | -39.6 | -0.6 | -3.6 | 6.0 | 15.1 | 12.4 | 2.9 | 15.2
Cc1ccc(C(=O)NCCOc2cccc3cccnc23)cc1Cl | 10.8 | 14.0 | -19.3 | -24.6 | -6.9 | 3.9 | 12.7 | 5.3 | 4.1 | -0.4 | -1.5
COc1ccc(COC(=O)Nc2cc3c(C(F)(F)F)nn(C)c3s2)cc1 | 13.7 | 1.8 | 4.1 | 6.4 | 7.1 | -0.4 | 20.4 | 7.2 | 2.9 | -2.3 | -9.9
CCc1cc2c(N[C@@H](C)C(=O)O)ncnc2s1 | 12.4 | -17.7 | -3.3 | 12.6 | -2.7 | -1.0 | -2.6 | 2.4 | -4.2 | -0.9 | 1.4
CCCCCc1cc(=O)oc2c(C(CCN3CCCC(C)C3)c3ccc4c(c3)OCO4)c(OC)cc(OC)c12 (stereo unspecified) | -2.8 | 1.5 | 4.0 | -3.3 | -3.8 | 0.2 | -8.6 | 43.1 | 5.4 | 4.4 | 19.1
Nc1nc(SCC(=O)Nc2ccc(Cl)c(S(=O)(=O)N3CCOCC3)c2)n[nH]1 | -0.3 | -2.5 | -5.5 | -15.4 | -2.1 | -3.3 | 7.9 | -4.8 | -4.1 | -6.4 | 5.2
Next structures.
SMILES | NR5A2 inv ag | SRC2 inh | COUP-TFII inh | TROY signal inh | TLR9-MyD88 inh | EBV LMP1 NFkB | NCOA3 inh | TWEAK Fn14 block | NOD2 RIPK2 PPI | SRC1 inh | C8 TRAIL sens
CC(=O)c1cccc(NS(=O)(=O)c2ccc(-c3cc(C)no3)s2)c1 | 4.4 | 2.1 | 21.5 | 11.7 | 0.6 | 3.2 | 20.7 | 7.2 | -4.5 | -5.9 | 22.2
Cc1cccc(C)c1NCc1n[nH]c(=S)n1-c1ccccc1 | 6.0 | 14.5 | 12.5 | 11.5 | -8.1 | -3.7 | 13.4 | 9.8 | -13.0 | 2.9 | -3.0
COc1ccc(C(=O)OCCN2C(=O)c3ccccc3C2=O)cc1 | -15.4 | -35.5 | 7.0 | -27.9 | -8.1 | -8.3 | -14.6 | -24.5 | -2.8 | 3.4 | -8.1
COc1ccc(C(C(=O)NCC2CCCO2)N(C(=O)CNC(=O)c2ccco2)c2ccccc2)cc1OC (stereo unspecified) | 4.0 | 18.4 | 1.6 | -1.3 | -9.7 | -7.1 | -6.3 | 6.8 | -5.3 | -1.9 | -10.9
COc1cccc(C(=O)NC2CC3CCCC(C2)N3S(=O)(=O)c2ccccc2)c1 (stereo unspecified) | -2.8 | 10.6 | 31.6 | 23.6 | -2.8 | -6.5 | 11.5 | 2.5 | -0.8 | 13.1 | -12.7
COc1ccc(C=C2C=C(C(C)(C)C)C(=O)C(C(C)(C)C)=C2)cc1OC | 1.4 | -10.3 | -0.6 | 17.2 | -2.2 | -6.6 | -6.8 | -5.2 | -1.6 | 15.4 | 86.8*
Cc1ccc(/C(=N/Nc2ncnc3ccccc23)C(=O)O)cc1 | -100.7 | -67.4 | -52.9 | -24.8 | -10.4 | -13.0 | -92.4 | -21.2 | -10.5 | -100.3 | 9.8
O=C(Oc1ccccc1N1CCOCC1)c1ccccc1 | 11.3 | 6.0 | 5.2 | 8.0 | -6.0 | 0.6 | 17.6 | 10.7 | -6.9 | -8.1 | -11.8
Cn1cccc1/C=N/NC(=O)c1ccc[n+]([O-])c1 | 13.9 | -11.8 | 6.0 | 0.7 | -0.4 | -2.0 | 14.6 | 1.0 | 1.2 | -53.7 | 0.6
CNC[C@@H](Cc1ccccc1)NC[C@@H](CC1CCCCC1)NCCCc1ccccc1 | -13.4 | -32.9 | -15.4 | 36.9 | -4.7 | -40.5 | -2.6 | -63.6 | -4.3 | 0.3 | 96.2*
Cc1nn(C)c(C(=O)NC(=S)Nc2ccccc2O)c1Cl | 11.1 | 14.2 | 8.2 | -18.2 | 2.7 | -5.0 | -8.5 | 11.8 | 1.4 | -27.0 | -9.7
COc1ccc(C(=O)NC2CCN(C(=S)NCCc3ccccc3)CC2)cc1 | -8.6 | 11.7 | 1.6 | -13.4 | -8.2 | 5.8 | 21.0 | -13.3 | 1.7 | 0.4 | 4.6
O=C1CCCN1CCCNc1ncccc1[N+](=O)[O-] | 13.3 | -8.2 | -7.3 | 1.6 | 7.1 | -2.1 | 8.6 | 10.7 | -6.1 | -4.5 | 13.8
O=C(CSc1nnc(COc2ccc(Cl)cc2)n1Cc1ccco1)N1CCNC1=O | 8.1 | 24.6 | 10.9 | 3.3 | -1.6 | -1.8 | -2.4 | -2.5 | -4.9 | -26.1 | -5.2
CC(C)n1ncc2c(C(=O)Nc3cccc(C#N)c3)cc(C3CC3)nc21 | -2.5 | 23.4 | 24.7 | 59.2* | -2.0 | 17.1 | 22.7 | 53.5* | -6.7 | -9.6 | 40.5
O=C(CO/N=C/c1ccccc1OC(F)F)NC1CCCCC1 | -11.2 | -1.7 | -6.8 | 9.0 | 1.7 | 4.3 | -5.7 | -1.0 | -2.5 | -10.5 | -6.4
CCN(CC)S(=O)(=O)c1cccc(C(=O)N/N=C2\CC(=O)CC(C)(C)C2)c1 | 4.2 | -5.1 | 27.4 | 10.5 | -11.1 | 1.4 | 9.3 | -10.3 | -3.1 | -54.4 | -2.3
CC#CCN1c2ccccc2[C@]23C[C@@H](C(=O)OC)N(C(=O)NC(C)(C)C)C2=NC(C(=O)OC)=C(C(=O)OC)[C@H]13 | 26.1 | -1.7 | -5.4 | -38.2 | -11.7 | 2.9 | 4.7 | -44.7 | -4.9 | -3.5 | 8.7
O=C(CCC1CCCCC1)NCCN1C2=NC[C@@H](Cc3ccccc3)N2C[C@H]1Cc1ccc(O)cc1 | 13.3 | -3.1 | -7.7 | -5.2 | 5.1 | -1.1 | -7.0 | -18.9 | -1.4 | 1.5 | 27.7
O=C(CSCc1ccc([N+](=O)[O-])cc1)Nc1cccc(C(=O)Nc2ccccc2C(=O)O)c1 | -14.4 | 0.4 | 7.5 | -6.8 | -14.4 | -3.9 | -1.2 | -16.9 | -7.1 | 4.3 | -16.6
Cc1onc(-c2ccccc2Cl)c1C(N)=O | -7.0 | -43.9 | 5.8 | -7.0 | -1.9 | 10.9 | 25.8 | -13.1 | -7.3 | 6.1 | 6.1
